POLB inh – DNA polymerase beta (human) inhibition; P06746; Pol beta primer extension/strand displacement, fluorescence kinetic; Potency, µM (doses to about 114 µM), for inactives: top-dose activity change, negative = inhibition, hits mostly inhibitors; 340,000 compounds, 1.3% hits; AID 485314; note: % is set by controls: 0 for no effect and ±100 for the full control effect
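Kinetic readout of DNA synthesis with strand displacement by Pol beta. Compound and 10 nM enzyme sit 15 min at room temperature; 50 nM substrate starts the reaction, read immediately and at 10 min.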
Anesthetic bind – candidate novel general anesthetic via apoferritin binding | apoferritin/1-aminoanthracene competitive binding, fluorescence | Potency, µM (top dose mostly 77.5 µM), without a hit: top-dose activity change, negative = displacement, most hits filed as inhibitors | 350,000 compounds, 0.074% hits | AID 485281; note: % is set by controls: 0 for no effect and ±100 for the full control effect; nearly all actives have a fitted effect of over 20% in size
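Steps: apoferritin (10 uM) was premixed with half-saturated 1-AMA in PBS, compounds were pin-transferred, plates stood 10 min at room temperature, fluorescence was read at 380/535 nm, and curves were fitted with a Hill equation.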
POLI inh – inhibitors of human DNA polymerase iota; Potency, µM (series often up to 115 µM), for inactives: at the highest dose activity, negative = inhibition, hits mostly inhibitors; 390,000 compounds, 1% hits; Q9UNA4; Pol iota fluorescent replication assay, 10 min
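Pol iota at 10 nM preincubated 15 min with compounds at room temperature; reaction started with fluorescent substrate, 50 nM final. Fluorescence read kinetically at 0 and 10 min; buffer-only wells as negative control.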
Pol kappa inh – blocks human DNA polymerase kappa activity | purified Pol kappa, fluorescent DNA synthesis assay, 10 min | Potency, µM (doses to about 107 µM), without a hit: top-dose activity, negative = inhibition, most hits filed as inhibitors | 400,000 compounds, 0.53% hits; note: % is set by controls: 0 for no effect and ±100 for the full control effect
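Kinetic fluorescence screen: compound preincubated 15 min RT with 10 nM enzyme; 50 nM substrate (final) initiates; reads at 0/10 min.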
BAZ2B inh – inhibitors of human BAZ2B bromodomain; 360,000 compounds, 4.4% hits; Potency, µM (top dose mostly 114 µM), for inactives: at the top dose activity change, negative = inhibition, actives largely listed as inhibitors; AID 504333; AlphaScreen BAZ2B-H3K14Ac peptide displacement; Q9UIF8; note: % is set by controls: 0 for no effect and ±100 for the full control effect; nearly all actives have a fitted effect of over 60% in size
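AlphaScreen luminescence quantifies BAZ2B engagement of H3K14Ac peptide; the protein and biotinylated peptide are both at 50 nM final, buffer PBS pH 7.4 with 0.01% Tween-20, all steps at room temperature.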
APEX1 inh – APE1 (human) endonuclease inhibition. P27695. recombinant APE1, TAMRA/BHQ-2 abasic DNA cleavage fluorescence. Potency, µM (highest dose often 65.8 µM), inactives show at the highest dose activity change, negative = inhibition, hits mostly inhibitors. 350,000 compounds, 0.35% hits;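 note: plate controls were vehicle for no effect and reference inhibitor for full effect; nearly all actives have a fitted effect of over 55% in size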
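APE1 at 0.75 nM preincubated 15 min at room temperature with compound. Reaction then started with 50 nM double-stranded THF-abasic substrate labelled with TAMRA/BHQ-2, and 525/598 nm fluorescence read kinetically. Activity taken as third-minus-first read difference, normalized to DMSO and NSC13755 controls.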
BLM helicase inh – Bloom syndrome helicase (human) inhibition. P54132. recombinant BLM DNA unwinding, fluorescence dequenching. Potency, µM (highest dose often 56.1 µM), for the others: top-dose activity change, negative = inhibition, actives largely listed as inhibitors. 350,000 compounds, 0.2% hits. AID 2528;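 note: plate controls were vehicle for no effect and no enzyme for full effect; nearly all actives have a fitted effect of over 35% in size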
G9a block – G9a (human) methyltransferase inhibition | G9a H3K9 monomethylation, AlphaScreen, 2 h | AID 504332 | Potency, µM (highest dose often 102 µM), without a hit: top-dose activity, negative = inhibition, actives largely listed as inhibitors | 350,000 compounds, 8.8% hits; note: % is set by controls: 0 for no effect and ±100 for the full control effect; nearly all actives have a fitted effect of over 75% in size
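Enzyme 20 nM + cpd, 15 min RT; add b-H3K9 pep 500 nM / SAM 20 uM; 2 h RT; anti-H3K9me1 Ab 0.5 ug/mL + SA donor / anti-rabbit acceptor beads 20 ug/mL each, 10 min; AlphaScreen read.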
POLH inh – inhibitors of human DNA polymerase eta | recombinant Pol eta, fluorescent DNA replication assay | Q9Y253 | AID 588591 | Potency, µM (top dose mostly 114 µM), without a hit: at the top dose activity change, negative = inhibition, most hits filed as inhibitors | 390,000 compounds, 1.2% hits; note: % is set by controls: 0 for no effect and ±100 for the full control effect
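Fluorescent replication assay: 50 nM final substrate added after a 15 min room-temperature compound preincubation with 10 nM enzyme. Signal taken at 0 min and again at 10 min.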
* = called active by the depositor; ? = inconclusive; · = not tested or not shown; & = joins results of further samples; [ ] = remark or other dose. Calls come from the whole dose curve; as a rule, active = well fitted curve in the direction sought with a large enough effect; inconclusive = small, poorly fitted or top-dose-only effect, or another doubt; inactive = no such curve, though single readings can be large; an effect the other way counts as inactive or inconclusive. Potency is the fitted concentration of half-maximal effect.

SMILES	POLB inh	Anesthetic bind	POLI inh	Pol kappa inh	BAZ2B inh	APEX1 inh	BLM helicase inh	G9a block	POLH inh
Cc1ccc(C(=O)O)cc1S(=O)(=O)N1CCOCC1	6%	3%	3%[58.9 µM]	-2%	10%	3%	-3%	-36%	-14%
COCCNC(=O)CN(C(=O)Cn1nnc2ccccc21)c1ccc(F)c(Cl)c1	-1%	3%	-5%	-7%	4%	12%	2%	4%[2.33 µM]	1%
COc1ccccc1N(CN1C(=O)c2ccccc2C1=O)C(=O)c1cccnc1	6%	-7%	40%[activator]	-3%	-16%	-8%	-1%	-23%	-9%
O=C(CCNS(=O)(=O)c1cccs1)N1CCN(c2cccc(C(F)(F)F)c2)CC1	·	·	3%	-10%	4%	12%	·	0%[2.33 µM]	-9%
CC1CCCCN1C(=O)COc1ccc2ccc(=O)oc2c1 (stereo not drawn)	8%	-9%	82%[activator]	-9%	-2%	-3%	-6%	13%	11%
CCOC(=O)c1c2c3c(c(Cl)ccc3[nH]c1=O)C(=O)c1ccccc1-2	?	-14%	?	?	32µM*	?	-10%	?	79µM*
CCC12CN(C(=O)c3ccco3)CC(CC)(CN(C(=O)c3ccco3)C1)C2=O	0%	-1%	-6%	-12%	-13%	-14%	0%	?	-3%
C=CCn1c(=O)c(C(=O)Nc2ccccc2S(N)(=O)=O)c(O)c2ccccc21	4%	-12%	162%[activator]	-9%	-11%	2%	-10%	?	-20%
CCOc1cccc(C(=O)Nc2ccc3oc(Cc4ccc(Cl)cc4)nc3c2)c1	?	-4%	5%	-6%	-6%	0%	-10%	-12%[59 µM]	-21%
COC(C(=O)Nc1ccc(NC(=O)C(OC)c2ccccc2)cc1)c1ccccc1 (stereo not drawn)	39%	-10%	22%	7%	-10%	-5%	-1%	50µM*	-13%
Cc1cccc(NC(=O)CSc2nc(=O)n(CCN3CCOCC3)c3c2CCCC3)c1C	·	·	3%	11%	-3%	-4%	·	19%[59 µM]	-10%
COC(=O)CN1C(c2ccc(OC)cc2)=Nc2ccc(Cl)cc2C1c1ccccc1 (stereo not drawn)	20%	1%	2%	-17%	?	-2%	-10%	3%[59 µM]	-13%
Cc1c(O)ccc2c(CN3CCN(CCO)CC3)cc(=O)oc12	11%	·	3%	-3%	?	12%	-1%	-11%	-19%
COCCN1C(=O)C(=O)/C(=C(/O)c2ccc(S(=O)(=O)N3CCOCC3)cc2)C1c1ccc(O)cc1 (stereo not drawn)	4%	3%	-17%	-12%	?	3%	6%	71µM*	-11%
CCCCCCSc1cccc(-c2nc3ccc(C)cn3c2NCc2ccccc2)c1	·	·	-27%	2%	-7%	-14%	·	-12%[2.33 µM]	-8%
O=C(COc1ccc(Cl)cc1[N+](=O)[O-])N1CCCCCC1	3%	?	7%	10%	-2%	2%	-5%	8%[12.7 µM]	-13%
CCOC(=O)N1CCN(C(=O)c2cnn(-c3cccc(F)c3)c2-n2cccc2)CC1	-19%	-8%	28%	2%	1%	·	-2%	2%[59 µM]	-9%
CCc1ccc2nc3sc(C(=O)O)cc3cc2c1	3%	?	-8%	4%	-17%	18%	-1%	0%	-9%
Cc1cc(C)nc(-n2nc(C)c3c(C(=O)O)cc(-c4cccc(Br)c4)nc32)n1	22%	6%	-13%	-5%	-21%	-4%	1%	?	-4%
Cc1c(C)[n+](=O)c(-c2ccc(F)cc2)c(C)n1[O-]	21%	-18%	10%	-10%	8%	2%	0%	22%	-1%
COc1ccc(CN(C(=O)CN2C(=O)COc3ccccc32)C2CCCC2)c(OC)c1	-2%	-6%	28%	13%	-8%	-5%	-5%	16%[59 µM]	-16%
COc1ccc(Br)cc1CN(C)C(=O)Cc1ccc(S(=O)(=O)N2CCOCC2)s1	·	·	10%	-11%	9%	31%	·	-31%	?
Cc1cccc(NC(NC(=O)c2cccnc2)C(Cl)(Cl)Cl)c1 (stereo not drawn)	4%	-8%	44%[activator]	-19%	-36%	16%	-6%	4%[0.0925 µM]	-5%
Cc1ccc(-c2nnn(CC(=O)N(CCN3CCOCC3)C(C(=O)NC3CCCC3)c3ccncc3)n2)o1 (stereo not drawn)	28%	-7%	-20%	-4%	-32%	7%	3%	·	-7%
O=C1C2ON(c3ccccc3)C(c3cccnc3)C2C(=O)N1c1ccc(Cl)c(Cl)c1 (stereo not drawn)	10%	-14%	12%	-23%	-4%	3%	0%	-19%[59 µM]	-8%

A draw from above in order of number of heavy atoms, falling.
SMILES	POLB inh	Anesthetic bind	POLI inh	Pol kappa inh	BAZ2B inh	APEX1 inh	BLM helicase inh	G9a block	POLH inh
CCOc1cccc(C(=O)Nc2ccc3oc(Cc4ccc(Cl)cc4)nc3c2)c1	?	-4%	5%	-6%	-6%	0%	-10%	-12%[59 µM]	-21%
O=C(COc1ccc(Cl)cc1[N+](=O)[O-])N1CCCCCC1	3%	?	7%	10%	-2%	2%	-5%	8%[12.7 µM]	-13%
Cc1c(C)[n+](=O)c(-c2ccc(F)cc2)c(C)n1[O-]	21%	-18%	10%	-10%	8%	2%	0%	22%	-1%

Other structures follow.
SMILES	POLB inh	Anesthetic bind	POLI inh	Pol kappa inh	BAZ2B inh	APEX1 inh	BLM helicase inh	G9a block	POLH inh
CC(NC(=O)CN1CCN(c2ccc(Cl)cc2)CC1)c1ccccc1 (stereo not drawn)	2%	-7%	14%	-17%	-6%	-11%	-2%	20%[0.501 µM]	-18%
CC(Sc1c[nH]c2ccccc12)C(=O)O (stereo not drawn)	2%	-4%	5%	?	?	-6%	-6%	?	-2%
CCOC(=O)c1ccc(S(=O)(=O)N2CCN(CCc3ccncc3)CC2)cc1	·	·	2%	-11%	·	12%	·	·	-6%
CC(=O)C1=C(O)C(=O)N(Cc2ccccc2)C1c1ccc(Cl)cc1 (stereo not drawn)	10%	-5%	-6%	-5%	-8%	7%	-2%	-25%	7%
CCCCCOC(=O)Nc1ccc(S(=O)(=O)Nn2cnnc2)cc1	33%	-9%	-13%	-6%	-2%	11%	-2%	10%[59 µM]	-5%
O=C(C[C@H]1C/C=C\CC[C@H](Cc2ccc(F)cc2)C(=O)OC[C@H]2CCCN2C1=O)N[C@H](CO)Cc1ccccc1	·	·	5%	-3%	·	2%	·	·	-6%
COc1cc(OC)c(C2=NOC(C(=O)NCc3cccs3)C2)cc1Cl (stereo not drawn)	-1%	-15%	87%[activator]	7%	-15%	-1%	-3%	-9%	-15%
CCOc1ccc(C(=O)N(Cc2ccccc2)c2cccc(C)c2)cc1OC	-10%	-11%	24%	-10%	-17%	-3%	-16%	?	-30%
COc1ccc(CCNC(=O)c2ccc(N(C)S(=O)(=O)c3ccc(C)cc3)cc2)cc1	-10%	66%[activator]	56%[activator]	-7%	-13%	-1%	-6%	2%	-8%
CN(C)S(=O)(=O)c1cccc(C(=O)OCC(=O)NC2CCCc3ccccc32)c1 (stereo not drawn)	6%	2%	165%[activator]	-3%	-22%	6%	0%	15%	-12%
CSCCC1NC2(C(=O)Nc3c2ccc(Cl)c3C)[C@@H]2C(=O)N(C3CCCC3)C(=O)[C@H]12 (stereo partly drawn)	?	1%	-12%	-18%	?	?	-8%	?	-3%
COc1cc(C(=S)N2CCOCC2)cc(OC)c1OC(=O)c1ccc(C)cc1	1%	?	-3%	-13%	-36%	23%	-6%	-40%	-4%
Cc1cccc(NC(=O)c2cc3c(s2)-c2c(C)cccc2OC3)n1	1%	4%	0%	-11%	4%	-2%	-1%	13%	-17%
Cc1c(O)ccc(C(=O)COc2ccccc2F)c1O	-28%	?	5%	-9%	·	-2%	-5%	-4%[59 µM]	-2%
CCN(CC)CCCN1C(=O)C(O)=C(C(=O)c2cc3cccc(OC)c3o2)C1c1ccncc1 (stereo not drawn)	20%	?	11%	0%	-9%	-7%	1%	50µM*	4%
O=C(Nc1ccncc1)c1cccc(S(=O)(=O)N2CCOCC2)c1	·	·	32%[activator]	0%	8%	17%	·	18%[2.33 µM]	-3%
N#C/C(=C\c1ccccc1)C(=O)NC(=O)Oc1ccccc1	6%	-6%	19%	-2%	5%	-3%	-2%	16%	5%
COC(=O)Cc1c(C)nc2nc(-c3ccc(C)cc3)[nH]n2c1=O	37%&-1%	1%&-13%	-15%&7%	4%&0%	-4%&-4%	5%	2%&2%	-22%[59 µM]	1%&-12%
O=c1oc2ccccc2n1CSc1nc2ccccc2s1	-18%	-17%	-11%	-12%	71%[activator]	-4%	-11%	187%[activator]	-25%
CCCCOc1ccc(C(=O)OC(C)CN(C)C)cc1 (stereo not drawn)	31%	-19%	5%	-14%	-30%	5%	2%	36%[0.501 µM]	-9%
CCOC(=O)C1=C(c2ccccc2)NC(=O)NC1c1cc(OC)c(O)c([N+](=O)[O-])c1 (stereo not drawn)	0%	-8%	2%	-5%	-29%	20%	-2%	-5%[0.501 µM]	-19%
CCOC(=O)c1nc(N/N=C/c2ccccc2)sc1Br	12%	-11%	19%	-11%	-30%	11%	-4%	45µM*	-17%
Cc1ccnc(N2C(=O)c3ccccc3C2=O)c1	0%	-3%	132%[activator]	-13%	-4%	12%	-4%	17%	0%
COc1ccc2[nH]cc(CCNc3ncncc3-c3ccccc3C(F)(F)F)c2c1	·	·	·	-4%[60.1 µM]	·	-2%	2%	9%[0.501 µM]	·
O=C(CN1CCN(c2ccc(O)cc2)CC1)NCC(=O)Nc1ccc(F)c(F)c1F	·	·	-25%	-4%	-2%	-7%	·	?	-7%
C/C(=N\Nc1ccc(C#N)cc1[N+](=O)[O-])c1ccc(O)cc1	1%	-9%	4%	-11%	-36%	-2%	1%	·	-2%
CCOc1ccc(Br)cc1C(=O)N/N=C/c1c[nH]c2ccccc12	10%	41%[activator]	33%	-9%	-1%	9%	-1%	13%	-15%
OC(COc1ccc2cc(Br)ccc2c1)CN1CCN(c2ccccn2)CC1 (stereo not drawn)	-1%	-2%	14%	-5%	-8%	-10%	0%	-19%[12.7 µM]	-11%
Cc1n[nH]c(=O)c2c(NC(=O)CSc3nnnn3-c3ccccc3)oc(C)c12	·	·	42%[activator]	-12%	-30%	17%	·	45µM*	9%

POLH inh: what is marked active above
Molecule,POLB inh,Anesthetic bind,POLI inh,Pol kappa inh,BAZ2B inh,BLM helicase inh,G9a block,POLH inh
CCOC(=O)c1c2c3c(c(Cl)ccc3[nH]c1=O)C(=O)c1ccccc1-2,?,-14%,?,?,32µM*,-10%,?,79µM*

Not all compounds are listed, so the mix of outcomes need not match the whole.
